Screening results as filed in PubChem BioAssay.
HIF act: HIF pathway transcriptional activators, primary screen, cell-based, U2OS HRE-luciferase, luminescence; U2OS HRE-luciferase reporter; normalized: DMSO 0%, desferrioxamine 100%; activation, % at 7.5 µM (by protocol); hit rate 0.32% among 300,000; AID 1910, 2009;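 active means mean activation of at least 10% of the iron chelator positive control signal, with at least half of replicates also reaching 10%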
TRPC4 PAM: positive allosteric modulators of TRPC4, primary screen, cell-based, mouse TRPC4beta, HEK293 mu-opioid, Fluo-4 calcium; Short transient receptor potential channel 4 (Mus musculus), Q9QUQ5; DAMGO EC20, Fluo-4 Ca2+ flux; hits give high values; B-score at 10 µM; hit rate 0.42% among 310,000;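 active means B-score of calcium response area above 5 SD of library B-scores, with initial fluorescence ratio within 5 SD of library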;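 further: B-score of integrated fluorescence ratio over time as area under calcium response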
Target sequence (Q9QUQ5 whole entry, looked up): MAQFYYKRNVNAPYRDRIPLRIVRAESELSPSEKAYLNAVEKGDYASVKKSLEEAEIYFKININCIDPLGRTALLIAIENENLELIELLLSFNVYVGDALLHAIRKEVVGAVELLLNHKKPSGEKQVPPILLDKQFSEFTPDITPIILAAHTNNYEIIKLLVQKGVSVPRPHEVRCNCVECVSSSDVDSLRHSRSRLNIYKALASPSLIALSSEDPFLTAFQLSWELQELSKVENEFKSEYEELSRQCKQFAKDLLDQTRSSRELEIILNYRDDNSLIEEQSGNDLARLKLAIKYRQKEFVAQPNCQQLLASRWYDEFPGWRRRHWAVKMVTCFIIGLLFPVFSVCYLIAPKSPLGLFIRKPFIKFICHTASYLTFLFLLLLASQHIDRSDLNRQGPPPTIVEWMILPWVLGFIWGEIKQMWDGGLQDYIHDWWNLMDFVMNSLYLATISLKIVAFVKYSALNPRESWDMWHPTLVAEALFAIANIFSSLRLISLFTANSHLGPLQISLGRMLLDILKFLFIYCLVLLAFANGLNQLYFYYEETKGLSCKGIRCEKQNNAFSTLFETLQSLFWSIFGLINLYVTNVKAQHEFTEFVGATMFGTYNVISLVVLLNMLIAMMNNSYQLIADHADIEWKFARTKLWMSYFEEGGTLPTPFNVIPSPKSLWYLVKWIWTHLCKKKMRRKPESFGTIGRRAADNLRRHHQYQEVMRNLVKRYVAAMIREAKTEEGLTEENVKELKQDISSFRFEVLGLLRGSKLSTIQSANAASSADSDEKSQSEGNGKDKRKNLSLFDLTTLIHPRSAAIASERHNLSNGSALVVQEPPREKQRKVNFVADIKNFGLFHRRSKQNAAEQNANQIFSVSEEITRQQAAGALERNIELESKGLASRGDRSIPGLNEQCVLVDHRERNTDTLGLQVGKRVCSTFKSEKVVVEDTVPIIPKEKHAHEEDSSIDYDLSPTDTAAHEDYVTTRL
MrgX1 allo act: positive allosteric modulators of MrgX1, primary screen, HEK293 cells, Fluo-4 calcium flux. Mas-related G-protein coupled receptor member X1 (Homo sapiens), Q96LB2. FDSS; hits give high values. B-score at 10 µM. hit rate 0.63% among 310,000. AID 588675, 2011;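 active means plate-corrected calcium response at least 3 library SD above typical, normal starting fluorescence, not activating the receptor alone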;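 further: compound read alongside a low EC10 to EC30 dose of BAM8-22 agonist; peak minus trough fluorescence over baseline measured at the second addition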
TRPC6 inhibitor: mouse TRPC6 channel inhibitors, primary screen, cell-based, HEK293, membrane potential dye; Short transient receptor potential channel 6 (Mus musculus), Q61143; ACh-evoked depolarization; hits give low values; B-score at 10 µM; hit rate 1.1% among 310,000; AID 2553, 2010;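 active means B-score under library mean minus 3 SD, initial fluorescence not abnormally high, positive integrated signal ratio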;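 further: B-score derived from integrated fluorescence ratio over the kinetic read; more negative B-score means stronger inhibition of depolarization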
TRPC6 act: mouse TRPC6 channel activators, primary screen, cell-based, HEK293, membrane potential dye. HEK293-TRPC6 membrane potential dye fluorescence; hits give high values. B-score at 10 µM. hit rate 0.13% among 310,000;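 active means B-score of the integrated fluorescence ratio above library mean plus 3 SD, and starting fluorescence ratio within library mean plus 5 SD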;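 further: higher score means more depolarization so channel activation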
MrgX1 ag: agonists of human MrgX1 receptor, primary screen, HEK293 cells, Fluo-4 calcium flux; Mas-related G-protein coupled receptor member X1 (Homo sapiens), Q96LB2; B-score at 10 µM; Fluo-4 calcium fluorescence, agonist mode; hits give high values; hit rate 0.44% among 310,000; AID 588627, 2011;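 active means calcium response B-score plate-corrected fluorescence ratio at least 3 library SD, with starting fluorescence B-score inside 5 SD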
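Assay system: stable human MrgX1 HEK293 cell line. Quantity: 15,000 cells per well. Schedule: cells plated overnight, dye loaded 0.5 h 37 °C, 0.5 h room temperature. Detection: Fluo-4 NW calcium-flux fluorescence, kinetic read. Read-out basis: peak-minus-minimum fluorescence over baseline, converted to B scores. Control set: positive and negative control wells on each plate.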
TRPC4 block: inhibitors of mouse TRPC4 channel, primary screen, Fluo4 calcium, HEK293 TRPC4beta/mu-opioid cells. Short transient receptor potential channel 4 (Mus musculus), Q9QUQ5. DAMGO-evoked Fluo4 calcium flux; hits give low values. B-score at 10 µM. hit rate 0.39% among 300,000;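 active means B-score over 3 SD under the library average, no early fluorescence shift, positive overall ratio signal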
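System: stable TRPC4beta/mu-opioid receptor HEK293 cells; Dosing: single-point compound dosing; Measured by: Fluo4 Ca2+ flux fluorescence; Read-out basis: per-well B score of integrated baseline-normalized Fluo4 ratio.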
PolyA inh: polyadenylation inhibitors in yeast reporter cells, primary screen, luminescence, S. cerevisiae; calls only at 12 µM; S. cerevisiae SKY197-pL101 polyadenylation reporter, beta-gal luminescence; efflux-impaired pdr1/pdr3 knockout yeast; score 100 = 6 SD above DMSO; hit rate 0.02% among 300,000; AID 1875, 2009;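 active means lowest replicate activity score at least 50, where 100 means six control SD above control mean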;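 further: yeast exposed to compound for 9 h at 30 °C; higher score means more reporter readthrough which indicates perturbed polyadenylation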
MrgX1 antagonist: antagonists of human MrgX1 receptor, primary screen, HEK293 cells, Fluo-4 calcium flux; AID 588676, 2011; hit rate 1.3% among 310,000; BAM8-22 antagonism; hits give low values; Mas-related G-protein coupled receptor member X1 (Homo sapiens), Q96LB2; B-score at 10 µM;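 active means calcium-response B-score plate-corrected more than 3 library SD below zero, starting fluorescence within 5 deviations, no agonist response on first addition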;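 further: peak minus trough fluorescence over baseline after final BAM8-22 challenge near maximal dose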
AI-2 QS modul: Vibrio harveyi AI-2 quorum sensing modulators, primary screen, JMH597 strain, luminescence/OD600 ratio; Vibrio harveyi JMH597 AI-2 luminescence/OD600 ratio, 9 h; hits give low values; strain lacks LuxN and CqsS sensors; 0 = neutral-control median; activity change, % at 7.5 µM; hit rate 0.4% among 300,000; AID 2094, 2009; in the data active means activity change below about -75%, passing the limit was not always enough;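 further: luminescence divided by OD600 gain over 9 h not by final OD600 alone; inactives centre near 13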
TRPC4 act: activators of mouse TRPC4 channel, primary screen, Fluo4 calcium, HEK293 TRPC4beta/mu-opioid cells; Fluo4 calcium fluorescence; hits give high values; Short transient receptor potential channel 4 (Mus musculus), Q9QUQ5; hit rate 0.49% among 310,000; B-score at 10 µM;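 active means B-score above 5 SD of library B-scores, and initial fluorescence ratio not above library mean plus 5 SD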;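 further: positive B-score marks a calcium rise read as TRPC4 activation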
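system = HEK293 cells stably co-expressing mouse TRPC4beta and mu-opioid receptor | schedule = Fluo4 dye loading 45 min at room temperature, 110 s recording | measure = B-scored integrated calcium fluorescence ratio | signal = Fluo4 calcium-sensitive dye fluorescence, kinetic, 1 Hz baseline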
* = called active by the depositor. These rows are one share of the data. The share of hits here may be higher or lower than overall.

Cc1nc(NC(=O)C2CC2)sc1C(=O)N(C)C was read as HIF act -0.4, TRPC4 PAM inactive, MrgX1 allo act inactive, TRPC6 inhibitor inactive, TRPC6 act inactive, MrgX1 ag inactive, TRPC4 block inactive, PolyA inh inactive, MrgX1 antagonist inactive, AI-2 QS modul 22 and TRPC4 act inactive.
COC(=O)c1ccc(C)c(NC(=O)CSc2sc3c(O)cc(=O)[nH]c3c2C#N)c1 was read as HIF act 0.0, TRPC4 PAM inactive, MrgX1 allo act inactive, TRPC6 inhibitor inactive, TRPC6 act inactive, MrgX1 ag inactive, TRPC4 block inactive, PolyA inh inactive, MrgX1 antagonist inactive, AI-2 QS modul 36 and TRPC4 act inactive.
Cc1ccc(S(=O)(=O)NC(=O)COc2ccccc2)cc1 was read as TRPC4 PAM inactive, MrgX1 allo act inactive, TRPC6 inhibitor inactive, TRPC6 act inactive, MrgX1 ag inactive, TRPC4 block inactive, PolyA inh inactive, MrgX1 antagonist inactive, AI-2 QS modul -7 and TRPC4 act inactive.
For COC(=O)CSc1nc(C2CC2)nc2ccccc12 the results were TRPC4 PAM inactive, MrgX1 allo act inactive, TRPC6 inhibitor inactive, TRPC6 act inactive, MrgX1 ag inactive, TRPC4 block inactive, PolyA inh inactive, MrgX1 antagonist inactive, AI-2 QS modul 6 and TRPC4 act inactive.
Screening Cc1ccc2c(c1)nnn2C1CCN(S(C)(=O)=O)CC1 returned HIF act -0.1, TRPC4 PAM inactive, MrgX1 allo act inactive, TRPC6 inhibitor inactive, TRPC6 act inactive, MrgX1 ag inactive, TRPC4 block inactive, PolyA inh inactive, MrgX1 antagonist inactive, AI-2 QS modul 32 and TRPC4 act inactive.
For CC(=O)Nc1ccc2c(CSc3nnc(-c4cccnc4)n3-c3ccc(C)cc3C)cc(=O)oc2c1 the results were HIF act -0.1, TRPC4 PAM inactive, MrgX1 allo act inactive, TRPC6 inhibitor inactive, TRPC6 act inactive, MrgX1 ag inactive, TRPC4 block inactive, PolyA inh inactive, MrgX1 antagonist inactive, AI-2 QS modul 33 and TRPC4 act inactive.
Screening NNc1nc(-c2ccccc2Cl)nc2ccccc12 returned HIF act -24, TRPC4 PAM inactive, MrgX1 allo act inactive, TRPC6 inhibitor inactive, TRPC6 act inactive, MrgX1 ag inactive, TRPC4 block inactive, PolyA inh inactive, MrgX1 antagonist inactive, AI-2 QS modul 29 and TRPC4 act inactive.
`CCOc1ccc(NC(=O)Cn2nnc(-c3ccccc3F)n2)cc1` gave HIF act -0.3, TRPC4 PAM inactive, MrgX1 allo act inactive, TRPC6 inhibitor inactive, TRPC6 act inactive, MrgX1 ag inactive, TRPC4 block inactive, PolyA inh inactive, MrgX1 antagonist inactive, AI-2 QS modul -3 and TRPC4 act inactive.
Screening CCOc1ccc(NC(=S)N(CCc2c(C)[nH]c3ccc(C)cc23)Cc2cccnc2)cc1 returned HIF act 0.2, TRPC4 PAM inactive, MrgX1 allo act inactive, TRPC6 inhibitor inactive, TRPC6 act inactive, MrgX1 ag inactive, TRPC4 block inactive, PolyA inh inactive, MrgX1 antagonist inactive, AI-2 QS modul 11 and TRPC4 act inactive.
Cc1nn(-c2ccccc2)c(C)c1C(=O)OCC(N)=O was read as HIF act 0.0, TRPC4 PAM inactive, MrgX1 allo act inactive, TRPC6 inhibitor inactive, TRPC6 act inactive, MrgX1 ag inactive, PolyA inh inactive, MrgX1 antagonist inactive, AI-2 QS modul 1 and TRPC4 act inactive.
For O=C(NCc1ccco1)c1cc([N+](=O)[O-])ccc1N1CCCCC1 the results were HIF act -0.2, TRPC4 PAM inactive, MrgX1 allo act inactive, TRPC6 inhibitor inactive, TRPC6 act inactive, MrgX1 ag inactive, TRPC4 block inactive, PolyA inh inactive, MrgX1 antagonist inactive, AI-2 QS modul 11 and TRPC4 act inactive.
Screening Cc1cccc(C2c3[nH]c4ccccc4c3CCN2Cc2ccc(C)s2)n1 (configuration not stated) returned HIF act 0.2, TRPC4 PAM inactive, MrgX1 allo act inactive, TRPC6 inhibitor inactive, TRPC6 act inactive, MrgX1 ag inactive, TRPC4 block inactive, PolyA inh inactive, MrgX1 antagonist inactive, AI-2 QS modul 27 and TRPC4 act inactive.
CCCc1nnc(NC(=O)COc2ccc3c(c2)OCO3)s1 was read as HIF act -0.7, TRPC4 PAM inactive, MrgX1 allo act inactive, TRPC6 inhibitor inactive, TRPC6 act inactive, MrgX1 ag inactive, TRPC4 block inactive, PolyA inh inactive, MrgX1 antagonist inactive and TRPC4 act inactive.
COc1cc(C2C(C#N)=C(N)OC3=C2C(=O)CCC3)c([N+](=O)[O-])cc1OC (configuration not stated) was read as HIF act -0.3, TRPC4 PAM inactive, MrgX1 allo act inactive, TRPC6 inhibitor inactive, TRPC6 act inactive, MrgX1 ag inactive, TRPC4 block inactive, PolyA inh inactive, MrgX1 antagonist inactive, AI-2 QS modul -1 and TRPC4 act inactive.
Screening Cc1c(C)[n+](=O)c(-c2ccc(F)cc2)c(C)n1[O-] returned HIF act -0.7, TRPC4 PAM inactive, MrgX1 allo act inactive, TRPC6 inhibitor inactive, TRPC6 act inactive, MrgX1 ag inactive, TRPC4 block inactive, PolyA inh inactive, MrgX1 antagonist inactive, AI-2 QS modul 5 and TRPC4 act inactive.
For O=[N+]([O-])c1ccc(N2CCN(S(=O)(=O)c3ccccc3)CC2)cc1NCc1cccnc1 the results were HIF act -0.9, TRPC4 PAM inactive, MrgX1 allo act inactive, TRPC6 inhibitor inactive, TRPC6 act inactive, MrgX1 ag inactive, TRPC4 block inactive, PolyA inh inactive, MrgX1 antagonist inactive, AI-2 QS modul 4 and TRPC4 act inactive.
For Cc1cccc(NC(=S)N/N=C2\CC(C)(C)Oc3ccc(O)cc32)c1 the results were HIF act -0.1, TRPC4 PAM inactive, MrgX1 allo act inactive, TRPC6 inhibitor inactive, TRPC6 act inactive, MrgX1 ag inactive, TRPC4 block inactive, PolyA inh inactive, MrgX1 antagonist inactive, AI-2 QS modul 21 and TRPC4 act inactive.
CNCc1cc(Br)c(OCC(=O)Nc2ccccc2OC)c(OC)c1 was read as HIF act -0.4, TRPC4 PAM inactive, MrgX1 allo act inactive, TRPC6 inhibitor inactive, TRPC6 act inactive, MrgX1 ag inactive, TRPC4 block inactive, PolyA inh inactive, MrgX1 antagonist inactive, AI-2 QS modul 5 and TRPC4 act inactive.
`Cc1cccc2[nH]c3c(N4CCC5(CC4)OCCO5)ncnc3c12` gave HIF act 3.9, TRPC4 PAM inactive, MrgX1 allo act inactive, TRPC6 inhibitor inactive, TRPC6 act inactive, MrgX1 ag inactive, TRPC4 block inactive, PolyA inh inactive, MrgX1 antagonist inactive, AI-2 QS modul 17 and TRPC4 act inactive.
`Cc1ccc(NC(=S)NCc2ccco2)c(C)c1` gave HIF act 0.9, TRPC4 PAM inactive, MrgX1 allo act inactive, TRPC6 inhibitor inactive, TRPC6 act inactive, MrgX1 ag inactive, TRPC4 block inactive, PolyA inh inactive, MrgX1 antagonist inactive, AI-2 QS modul 7 and TRPC4 act inactive.
Screening O=C(NNC(=O)c1ccc(F)cc1F)c1ccc(-n2cnnn2)cc1 returned HIF act -0.1, TRPC4 PAM inactive, MrgX1 allo act inactive, TRPC6 inhibitor inactive, TRPC6 act inactive, MrgX1 ag inactive, TRPC4 block inactive, PolyA inh inactive, MrgX1 antagonist inactive, AI-2 QS modul 22 and TRPC4 act inactive.
For CCOc1ccc(NC(=S)Nc2cccc3ccccc23)cc1 the results were HIF act 3.7, TRPC4 PAM inactive, MrgX1 allo act inactive, TRPC6 inhibitor inactive, TRPC6 act inactive, MrgX1 ag inactive, TRPC4 block inactive, PolyA inh inactive, MrgX1 antagonist inactive, AI-2 QS modul 17 and TRPC4 act inactive.
N#Cc1nc(-c2ccc(OCc3ccc(Cl)cc3)cc2)oc1N1CCOCC1 was read as TRPC4 PAM inactive, MrgX1 allo act inactive, TRPC6 inhibitor inactive, TRPC6 act inactive, MrgX1 ag inactive, TRPC4 block inactive, PolyA inh inactive, MrgX1 antagonist inactive, AI-2 QS modul 25 and TRPC4 act inactive.
For C=CCSc1nc(C)c(Cc2cccc3ccccc23)c(=O)[nH]1 the results were HIF act -0.5, TRPC4 PAM inactive, MrgX1 allo act inactive, TRPC6 inhibitor inactive, TRPC6 act inactive, MrgX1 ag inactive, TRPC4 block inactive, PolyA inh inactive, MrgX1 antagonist inactive, AI-2 QS modul 7 and TRPC4 act inactive.
`CC(C)CN(C(=O)c1cc(Cl)nc2ccccc12)c1c(N)n(Cc2ccccc2)c(=O)[nH]c1=O` gave HIF act 0.0, TRPC4 PAM inactive, MrgX1 allo act inactive, TRPC6 inhibitor inactive, TRPC6 act inactive, MrgX1 ag inactive, TRPC4 block inactive, PolyA inh inactive, MrgX1 antagonist inactive, AI-2 QS modul 3 and TRPC4 act inactive.
For CCCCC(=O)NC(=O)NC(c1ccccc1)c1ccccc1 the results were HIF act -0.8, TRPC4 PAM inactive, MrgX1 allo act inactive, TRPC6 inhibitor inactive, TRPC6 act inactive, MrgX1 ag inactive, TRPC4 block inactive, PolyA inh inactive, MrgX1 antagonist inactive, AI-2 QS modul 12 and TRPC4 act inactive.
`COc1cc(OC)c(OC)cc1/C=C1\CCC/C(=C\c2cc(OC)c(OC)cc2OC)C1=O` gave HIF act 2.0, TRPC4 PAM inactive, TRPC6 inhibitor inactive, TRPC6 act inactive, TRPC4 block inactive, PolyA inh inactive, AI-2 QS modul 14 and TRPC4 act inactive.
